CendR NRP1 mod: NRP-1/CendR interaction modulation. FAM-RPARPAR peptide binding to NRP-1, fluorescence polarization. AID 602438. O14786. inhibition, % at 25 µM. actives 0.85% (n = 360,000);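 active means inhibition or corrected inhibition above about 18%, plus a signal ratio from 0.5 to 1.5, limit read from the data, passing the limit was not always enough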; further: strong numbers were not always called active
MLLE-PAM2 inh: blocks PAM2 peptide binding to the PABP1 MLLE domain; actives 0.36% (n = 360,000); AID 588489; inhibition, % at 20 µM; GST-MLLE / FITC-PAM2 fluorescence polarization; P11940; in the data active means inhibition above about 35%, passing the limit was not always enough;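 further: plate controls were DMSO wells with GST-MLLE for no effect and wells lacking GST-MLLE protein for full effect; some results filed as inactive read as strong as hits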
Target sequence (P11940 whole entry, looked up, the tested form may be a part): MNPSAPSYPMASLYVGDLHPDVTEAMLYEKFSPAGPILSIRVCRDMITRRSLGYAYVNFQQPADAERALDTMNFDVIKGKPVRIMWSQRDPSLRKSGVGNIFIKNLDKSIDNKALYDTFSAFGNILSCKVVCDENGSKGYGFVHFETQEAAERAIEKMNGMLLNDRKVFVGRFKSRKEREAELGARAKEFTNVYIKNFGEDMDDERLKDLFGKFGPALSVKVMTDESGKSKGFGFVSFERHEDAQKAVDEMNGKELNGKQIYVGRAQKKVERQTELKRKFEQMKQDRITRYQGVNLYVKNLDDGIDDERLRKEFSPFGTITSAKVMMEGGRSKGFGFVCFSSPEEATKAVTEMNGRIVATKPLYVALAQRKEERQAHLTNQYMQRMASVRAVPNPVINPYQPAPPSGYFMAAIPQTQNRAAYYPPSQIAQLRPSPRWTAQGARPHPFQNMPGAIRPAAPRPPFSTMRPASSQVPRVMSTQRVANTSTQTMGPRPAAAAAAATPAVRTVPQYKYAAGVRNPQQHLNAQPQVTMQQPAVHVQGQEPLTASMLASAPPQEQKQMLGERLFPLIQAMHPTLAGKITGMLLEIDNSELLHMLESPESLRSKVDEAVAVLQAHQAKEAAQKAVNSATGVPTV
Neddylation inh: cullin neddylation inhibition | TR-FRET cullin neddylation, biochemical | calls only at 25 µM | actives 0.58% (n = 360,000) | P61081+Q13564 | AID 651699; in the data active means inhibition above about 36%
Rin1-Abl PPI inh: human Rin1-Abl interaction inhibition; TR-FRET Rin1/Abl binding, biochemical; actives 0.4% (n = 360,000); P00519+Q13671; inhibition, % at 7.35 µM; AID 588664; in the data active means inhibition above about 5%, passing the limit was not always enough
SKN-1 block: C. elegans SKN-1 inhibition. C. elegans VP596 Pgst-4::GFP/RFP ratio, acrylamide-induced, 24 h. inhibition, % at 21.8 µM. actives 0.49% (n = 360,000);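 active means interference check ratio from 0.5 to 1.5 plus GFP to RFP signal ratio inhibition reaching or exceeding a fixed threshold, cut at about 30% in these data, passing the limit was not always enough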; further: some compounds called inactive have numbers as strong as hits
eLon inh: E. coli protease La inhibition; AID 602123; inhibition, % at 7.94 µM; purified E. coli Lon protease, fluorescence polarization; actives 0.42% (n = 360,000); P0A9M0; in the data active means inhibition above about 13%, passing the limit was not always enough;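 further: 0% = enzyme with probe and DMSO and 100% = no enzyme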
FAS TE block: blocks the thioesterase domain of human fatty acid synthase | P49327 | recombinant FAS-TE, OMFH fluorogenic substrate, fluorescence endpoint | inhibition, % at 15 µM | actives 0.67% (n = 360,000) | AID 602261;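 active means compounds whose normalised, plate-corrected inhibition of enzyme fluorescence in the single-dose primary screen is 50% or more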;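 further: 0% = DMSO with enzyme and 100% = substrate without enzyme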
MT1-MMP act inh: inhibitors of human MT1-MMP activation; actives 0.061% (n = 360,000); GFP/RFP ratio change, % at 20 µM; HT1080 RFP-PRO-GFP cells, GFP/RFP ratio fluorescence, overnight; percent of plate control window, DMSO zero;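 active means GFP/RFP ratio change of at least 30% with cell ATP level not reduced by more than half and red fluorescence within 50% of control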; further: strong numbers were not always called active
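system = RFP-PRO-GFP reporter HT1080 cells | dosing = 20 µM single dose, 1% DMSO | timing = overnight cell settling, then overnight compound exposure, 37 °C, 5% CO2 | read-out basis = GFP/RFP fluorescence ratio | controls = DMSO and RFP-L50D-GFP cell wells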
MsrA act: bovine methionine sulfoxide reductase A activation; purified bovine MsrA, absorbance read-out; activation, % at 10.6 µM; actives 0.3% (n = 360,000); in the data active means activation above about 7.5%;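 further: 0% = vehicle and 100% = reference activator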
Active calls of the source: *; i = inactive; x = no result given.

SMILES | CendR NRP1 mod | MLLE-PAM2 inh | Neddylation inh | Rin1-Abl PPI inh | SKN-1 block | eLon inh | FAS TE block | MT1-MMP act inh | MsrA act
O=C(CSC1=Nc2ccccc2C2=NC(CC(=O)NCc3ccco3)C(=O)N12)NCC1CCCO1 (centres undefined) | 3 | 35 | i | -1 | 4 | 7 | -5 | -1 | 0
CCOC(=O)/C(C#N)=C/Nc1ccsc1C(=O)OC | 3 | 3 | i | -3 | -5 | -4 | -1 | -1 | -2
O=C(NCC(=O)N(Cc1cccs1)C(C(=O)NC1CCCCC1)c1ccco1)c1cccs1 (centres undefined) | 4 | 3 | i | -1 | -12 | 4 | 6 | -5 | 2
O=C(CSc1nnc(-c2ccco2)n1Cc1ccccc1)NCc1ccccc1 | -10 | 5 | i | -5 | -7 | -8 | -4 | -6 | -7
Cc1cc(C(F)F)n2nc(C(=O)Nc3ccc(S(=O)(=O)N4CCCCCC4)cc3)nc2n1 | 6 | -13 | i | -1 | 7 | -7 | 0 | 1 | -3
Cc1ccc(CN2CCNC(=O)C2CC(=O)N2CCN(c3ncccn3)CC2)o1 (centres undefined) | -15 | 10 | i | 1 | -4 | 0 | -6 | 0 | -2
COc1cccc(N2CCN(C(=O)CCS(=O)(=O)c3ccc4c(c3)oc(=O)n4C)CC2)c1 | -5 | 21 | i | 3 | 3 | -4 | -10 | -5 | -1
Cc1c(N=C2N=C(NC(=O)c3cccs3)c3ccccc32)c(=O)n(-c2ccccc2)n1C | -97 | -149 | i | 1 | 39* | -13 | -30 | -151 | 1
CC(C)N1C(=O)CC(Nc2ccc(N3CCOCC3)cc2)C1=O (centres undefined) | -1 | 16 | i | 2 | -6 | 6 | -10 | 9 | 5
Nc1nonc1-c1nc2ccccc2n1CC(=O)N1CCCCC1 | -3 | 8 | i | -3 | 22 | -10 | 0 | 1 | 0
O=C(NCCC1CCCCN1S(=O)(=O)c1ccc(F)cc1)C(=O)NCc1cccnc1 (centres undefined) | 4 | 10 | i | 2 | 17 | 0 | -3 | -1 | -4
Fc1ccc(-n2c(-c3ccco3)n[nH]c2=S)cc1 | 17 | 7 | i | -3 | -7 | 1 | -6 | 5 | 2
Cc1ccc(CSCC(=O)Nc2ccc(F)cc2)cc1 | -25 | 8 | i | -1 | 11 | -7 | 7 | 1 | -3
COc1ccc(OCCN2CCN(S(=O)(=O)c3ccccc3C(F)(F)F)CC2)cc1 | -4 | -10 | i | 3 | 5 | 2 | 35 | 4 | -1
Cc1ccc(C)n1-c1ncc(Br)cn1 | 7 | 0 | i | 2 | 2 | -1 | -4 | 1 | -3
CC1CC(N(C(=O)c2ccccc2Cl)c2ccccc2)c2ccccc2N1 (centres undefined) | -5 | -4 | i | -1 | 3 | -5 | 14 | -1 | -1
COc1cc(/C=N/N2CCN(Cc3ccc(Cl)cc3)CC2)cc(Br)c1O | 3 | -1 | i | 1 | 5 | -8 | 10 | 3 | -5
CC(=O)Nc1cccc(C(=O)N2CCN(S(=O)(=O)c3ccc4ccccc4c3)CC2)c1 | 9 | 4 | i | -2 | 2 | -4 | 4 | 2 | -1
COc1ccc(OC)c(C(=O)c2ccc(Cl)cc2)c1 | -1 | -6 | i | -2 | -2 | 1 | 14 | -5 | -1
O=C(Nc1ccc(S(=O)(=O)Nc2cnc3ccccc3n2)cc1)c1cc(F)c(F)cc1Cl | 4 | 1 | i | -2 | 6 | 1 | -5 | 3 | -11
N#Cc1cc(-c2ccccc2)nc(Oc2ccccc2)n1 | -4 | 2 | i | -1 | 11 | 0 | 69* | -8 | -4
COC(=O)C1CCN(c2ccc(C(N)=O)cc2[N+](=O)[O-])CC1 | -3 | -2 | i | -6 | 2 | 6 | -10 | 3 | -4
O=C(C1CCN(C2CCN(Cc3ccc4c(c3)CCO4)CC2)CC1)N1CCCC1 | 5 | 9 | i | 1 | -6 | 1 | -6 | 0 | -4
CCOC(=O)c1ccc(-c2c(C(=O)OCC)oc3cc(O)c(CC)cc3c2=O)o1 | -2 | 3 | i | -2 | 6 | 8 | 3 | 5 | -2
COc1ccc(NC(=O)N2CCCC(c3nc(-c4ccc(C(C)C)cc4)no3)C2)cc1 (centres undefined) | -6 | -11 | i | -3 | 10 | 5 | 26 | -4 | -1
O=C(c1ccc(CN2CCOCC2)cc1)N1CCN(Cc2ccccc2)CC1 | 0 | 3 | i | -1 | -17 | 0 | -6 | -3 | -2
O=C(C1CCCCC1)N1C[C@H](n2cc(C3CC3)nn2)[C@@H](O)C[C@@H]1c1ccccc1 | -8 | -3 | i | -1 | 8 | 9 | -7 | -1 | -1
Cc1ccc(NC(=O)C2(C)CCN2Cc2csc3ccccc23)cc1 (centres undefined) | -7 | 8 | i | -2 | 5 | 1 | 27 | -2 | -2
O=C1O/C(=C/c2ccccc2)c2ccccc21 | 15 | 8 | i | -1 | 9 | -2 | 18 | 2 | -2
S=c1[nH]nc(C2CCCCC2)n1Cc1ccccc1 | 0 | -22 | i | 1 | 5 | 1 | -4 | 3 | -11
CC(=O)Nc1ccc(S(=O)(=O)N2CCC(N3CCCCC3)CC2)cc1 | 0 | -9 | i | 3 | 10 | 2 | -7 | 0 | -7
C[C@@H]1CCCCO[C@@H](CN(C)C(=O)CCCN(C)C)[C@@H](C)CN([C@H](C)CO)C(=O)c2cc(N(C)C)ccc2O1 | 10 | -25 | i | 3 | 1 | -13 | -4 | 1 | 0
CC(O)CNC1c2ccccc2CC1O (centres undefined) | -2 | -6 | i | 8 | 13 | 4 | -9 | 2 | 5
Cc1cc(/C=C2\C(=N)N3N=C(CC(=O)N4CCOCC4)SC3=NC2=O)c(C)n1Cc1ccccc1 | -6 | -8 | i | -4 | 5 | -11 | -3 | 1 | -2
COCCNC(=O)c1onc(CSc2ccc(F)cc2)c1C(=O)NCCOC | 4 | 5 | i | 4 | 2 | 17 | -5 | -1 | -4
Cc1ccccc1NC(=O)c1cccc(S(=O)(=O)N2CCCCC2)c1 | 5 | 0 | i | -1 | 12 | 1 | -2 | 2 | -1
O=c1oc2c(CN3CCOCC3)c(O)ccc2c2c1CCCC2 | 3 | 0 | x | -5 | 4 | 0 | -2 | 4 | -2
O=C(NC(=S)Nc1ccccn1)c1ccco1 | -2 | 22 | i | -4 | -1 | 3 | -8 | 3 | -1
CS(=O)(=O)CCC(C(=O)OCC(=O)c1ccc(Cl)cc1)N1C(=O)c2ccccc2C1=O (centres undefined) | -3 | 10 | i | -4 | 4 | 0 | -8 | 0 | -4
NC(=O)CC(NC(=O)Cc1cccc2ccccc12)c1ccc(NC2CCC2)c([N+](=O)[O-])c1 (centres undefined) | -43 | -52 | i | -1 | -2 | -33 | -3 | 4 | -1
CC(=O)N1CCc2nc3ccccc3cc21 | -25 | -14 | i | -2 | 15 | -24 | -6 | -4 | 0
O=C(NNc1ccccc1[N+](=O)[O-])Nc1ccccc1 | 0 | -10 | i | 0 | -9 | 2 | 2 | 1 | 0
CCCc1nnc(NC(=O)c2ccncc2)s1 | 0 | -7 | i | 2 | -8 | -6 | -5 | -1 | -8
CCc1ccc(/C(C)=N/Nc2cc(Cl)nc(C)n2)cc1 | -17 | -7 | i | -1 | -2 | 8 | 38 | -9 | -2
CNC(=O)Nc1ccc(S(N)(=O)=O)cc1 | -8 | -14 | i | 2 | 16 | -5 | 0 | 1 | 0
Cc1ccc(CSC2=Nc3ccccc3C3=NC(CCC(=O)NCc4ccco4)C(=O)N23)cc1 (centres undefined) | 10 | -6 | i | -1 | 11 | -5 | 7 | -4 | -3
Cc1cccc(N2C(=O)CN(Cc3ccccc3)C2=S)c1 | 8 | 1 | i | 0 | -10 | 6 | -1 | -1 | -1
Cc1ccc(/C(O)=C/C(=O)C(=O)NNC(=O)C(O)(c2ccccc2)c2ccccc2)cc1 | -11 | 1 | i | 5 | -2 | -25 | 1 | 0 | -10
COc1cccc(NC(=S)N(CCN(C)C)C(C)c2ccco2)c1 (centres undefined) | 5 | 18 | i | 1 | -7 | -3 | -5 | 2 | -7
CC(C)CCN1C(N(C)C)=NC[C@@H]1C | 9 | 12 | i | 2 | -19 | 9 | -16 | -3 | -3
N#Cc1ccccc1CN1C(=O)NC(Cc2c[nH]c3ccccc23)C1=O (centres undefined) | 13 | 11 | i | -3 | 6 | 4 | 2 | 0 | -10
O=C(COc1ccc2ccccc2c1)NNC(=O)Nc1ccc(F)cc1F | 9 | -18 | i | 0 | -10 | 1 | -2 | 0 | -2
c1ccc(CSc2ncnc3c2sc2nc(N4CCOCC4)c4c(c23)CCCC4)cc1 | 0 | 10 | i | -2 | -16 | 3 | 17 | 2 | -5
O=C(O)c1ccccc1NC(=O)C1CCN(S(=O)(=O)c2ccc3c(c2)OCCO3)CC1 | -4 | 4 | i | 5 | 6 | -7 | -3 | 5 | -6
CN(Cc1ccccc1)C(=O)c1[nH]cnc1C(=O)N[C@@H](Cc1ccccc1)C(=O)OC(C)(C)C | -1 | 1 | i | 3 | 7 | -12 | -2 | 6 | 0
Cc1ccc(-c2nn(-c3cccc(F)c3)cc2CNCCc2ccncc2)o1 | -53 | -39 | i | -2 | 4 | -5 | -7 | -7 | -1
COc1cc(Br)c(C2C(C#N)=C(N)Oc3n[nH]c(-c4cccnc4)c32)cc1OC (centres undefined) | 8 | 5 | i | 2 | 3 | -11 | -5 | 1 | -5
O=C(O)CCCN1C(=O)NC2NC(=O)NC21 (centres undefined) | 16 | -2 | i | 4 | -14 | 5 | -3 | 0 | 1
O=C(CN(c1cccc([N+](=O)[O-])c1)S(=O)(=O)c1ccccc1)NCc1cccnc1 | 9 | -2 | i | 1 | 14 | 7 | -2 | 0 | -2
O=C(NCc1cccnc1)c1ccc(S(=O)(=O)N2CCOCC2)cc1 | -12 | 2 | i | 3 | 9 | -4 | -7 | 6 | -1

Next part
SMILES | CendR NRP1 mod | MLLE-PAM2 inh | Neddylation inh | Rin1-Abl PPI inh | SKN-1 block | eLon inh | FAS TE block | MT1-MMP act inh | MsrA act
COCCCN1C(=O)C(CC(=O)NC2CCCCC2)CC(C(=O)N2CCOCC2)=C1C (centres undefined) | 6 | 17 | i | -2 | 8 | -4 | -6 | 2 | -2
CCOc1ccc(NC(=S)Nc2cccnc2)cc1 | 0 | 4 | i | 3 | -2 | 1 | -1 | -4 | -3
O=C(CSc1nnnn1-c1cccc(F)c1)NC1CC1 | 5 | -20 | i | 1 | 2 | 6 | 0 | 11 | -11
CCC(=O)Nc1cccc(-n2nnnc2SCC(=O)N2CCCCC2)c1 | -8 | 9 | i | 1 | -2 | 0 | 7 | 2 | 1
Cc1cc(C(=O)NNC(=S)Nc2ccccc2)nn1C | 1 | -16 | i | 2 | 4 | -5 | -4 | 1 | -4
CC1Sc2ccc(S(=O)(=O)CCC(=O)N3CCCC3)cc2NC1=O (centres undefined) | 5 | 9 | i | 2 | 15 | 0 | -6 | -3 | -2

Random excerpt: 6 records from the list
SMILES | CendR NRP1 mod | MLLE-PAM2 inh | Neddylation inh | Rin1-Abl PPI inh | SKN-1 block | eLon inh | FAS TE block | MT1-MMP act inh | MsrA act
O=C(CN(c1cccc([N+](=O)[O-])c1)S(=O)(=O)c1ccccc1)NCc1cccnc1 | 9 | -2 | i | 1 | 14 | 7 | -2 | 0 | -2
O=C(COc1ccc2ccccc2c1)NNC(=O)Nc1ccc(F)cc1F | 9 | -18 | i | 0 | -10 | 1 | -2 | 0 | -2
CC(O)CNC1c2ccccc2CC1O (centres undefined) | -2 | -6 | i | 8 | 13 | 4 | -9 | 2 | 5
COc1cccc(NC(=S)N(CCN(C)C)C(C)c2ccco2)c1 (centres undefined) | 5 | 18 | i | 1 | -7 | -3 | -5 | 2 | -7
Cc1ccc(C)n1-c1ncc(Br)cn1 | 7 | 0 | i | 2 | 2 | -1 | -4 | 1 | -3
Cc1cc(C(=O)NNC(=S)Nc2ccccc2)nn1C | 1 | -16 | i | 2 | 4 | -5 | -4 | 1 | -4
